NTR1 agonist: agonists of NTR1, primary screen, imaging, U2OS cells, beta-arrestin-GFP, high content (AID 493036); Neurotensin receptor type 1 (Homo sapiens), P30989; activation, % at 20 µM; NTR1-U2OS beta-arrestin-GFP spot imaging, agonist mode; hit rate 0.17% among 330,000;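 active = activation at or above 40% of the spot to cytoplasm intensity ratio, with at least 20 cells analyzed; inconclusive = wells under 20 cells, flagged as cytotoxic or low count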;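 note: 0% = DMSO without peptide and 100% = 100 nM NTR1 peptide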
Target sequence (P30989 whole entry, looked up): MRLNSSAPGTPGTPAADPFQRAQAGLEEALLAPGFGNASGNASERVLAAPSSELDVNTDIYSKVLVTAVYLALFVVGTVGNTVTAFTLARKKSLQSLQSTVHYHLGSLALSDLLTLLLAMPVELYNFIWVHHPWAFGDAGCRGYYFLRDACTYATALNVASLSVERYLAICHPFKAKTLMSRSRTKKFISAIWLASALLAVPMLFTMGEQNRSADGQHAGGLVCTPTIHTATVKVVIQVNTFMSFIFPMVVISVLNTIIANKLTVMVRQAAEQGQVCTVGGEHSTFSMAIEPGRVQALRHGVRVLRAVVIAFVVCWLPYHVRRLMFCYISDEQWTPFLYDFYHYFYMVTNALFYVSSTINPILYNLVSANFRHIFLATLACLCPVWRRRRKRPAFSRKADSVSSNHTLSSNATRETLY
UTI89 phage lysis: inhibition of K1F phage lysis, E. coli UTI89, bacterial capsule biogenesis inhibitors, alamar blue (AID 488966); inhibition, % at 100 µM, or IC50 in µM where a hit was titrated; E. coli UTI89 K1F phage lysis, alamar blue, 2 h; higher % means a stronger effect; hit rate 0.02% among 340,000;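 active = phage lysis inhibition, versus mean bacterial control, above a set limit; inconclusive = no clear call, values can overlap the other calls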;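 note: capsule biogenesis inhibitors block K1F phage lysis so surviving cells raise fluorescence; higher fluorescence means more inhibition of phage lysis; actives were called in the ten point dose series up to 300 µM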
KOR beta-arrestin-1: KOR agonists, beta-arrestin recruitment, primary screen, cell-based, luminescence, uHTS (AID 1777); Kappa-type opioid receptor (Homo sapiens); KOR beta-arrestin recruitment, luminescence; higher % means a stronger effect; activation, % at 10 µM, or EC50 in µM where a hit was titrated; hit rate 0.02% among 280,000; in the data active = activation above about 50%, passing the limit was not always enough; note: a part of the inactive calls stands beside numbers as strong as those of hits
KOR beta-arrestin-2: KOR antagonists, beta-arrestin recruitment, cell-based, luminescence, uHTS (AID 1778); Kappa-type opioid receptor (Homo sapiens); KOR beta-arrestin recruitment, luminescence, antagonist mode; higher % means a stronger effect; one-dose inhibition, % at 10 µM; IC50 in µM for titrated hits; hit rate 0.091% among 290,000; in the data active = inhibition above about 50%; note: strong numbers were not always called active
GPR55 antagonists: GPR55 antagonists blocking LPI-driven arrestin recruitment, primary screen, imaging, U2OS, beta-arrestin-GFP, LPI agonist (AID 2013) | G-protein coupled receptor 55 (Homo sapiens) | inhibition, % at 10 µM, or IC50 in µM where a hit was titrated | hit rate 0.13% among 290,000 | U2OS GPR55 beta-arrestin-GFP translocation imaging, LPI antagonism; higher % means a stronger effect;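 active = spots per cell inhibited over 60%, with over 100 cells counted and total cytoplasm intensity under 500,000; inconclusive = wells with under 100 cells, flagged as likely toxic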;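 note: U2OS cells stably carrying GPR55 and arrestin-GFP stimulated by 5 µM LPI near EC80; imaged beta-arrestin-GFP aggregate spots per cell after agonist stimulation; plate controls were LPI-stimulated DMSO wells for no effect and DMSO wells without LPI for full effect; some results filed as inactive read as strong as hits; confirmed hits need IC50 under 10 µM and bright autofluorescent wells are also inconclusive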
NOD1 NF-kB reporter: NOD1 signaling inhibitors, primary screen, cell-based, luminescence, uHTS (AID 1578); NOD1-driven NF-kB luciferase reporter cells, luminescence; higher % means a stronger effect; one-dose inhibition, % at 4 µM; EC50 in µM for titrated hits; hit rate 1% among 290,000; in the data active = inhibition mostly above about 36%, no sharp cut-off; inactive = mostly below about 34%;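 note: HEK-293T reporter cells stimulated with the NOD1 agonist gamma-tri-DAP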
GPR35 antagonists: GPR35 antagonists blocking zaprinast-driven arrestin recruitment, primary screen, imaging, U2OS, beta-arrestin-GFP, zaprinast agonist (AID 2058). one-dose inhibition, % at 10 µM; IC50 in µM for titrated hits. U2OS GPR35 beta-arrestin-GFP translocation imaging, zaprinast antagonism; higher % means a stronger effect. hit rate 0.052% among 290,000;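 active = inhibition of at least 50% with at least 30 cells and total cytoplasm GFP at most 10,000,000; inconclusive = under 30 cells or total GFP of 10,000,000 plus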
MgcRacGAP inhibition: MgcRacGAP GTPase-activating activity inhibitors, confirmation, biochemical, ADP Hunter fluorescence. Rac GTPase-activating protein 1 (Homo sapiens). hit rate 0.6% among 340,000. one-dose inhibition, % at 30 µM; IC50 in µM for titrated hits. MgcRacGAP-stimulated Rac1 GTP hydrolysis, ADP Hunter fluorescence; higher % means a stronger effect; GST-tagged Rac1 F28L mutant substrate;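 active = first-screen hits whose inhibition reached a set limit at any dose in the follow-up dose series; inconclusive = inhibition above the set first-screen limit but never retested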;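 note: fluorescence reports GDP produced by GAP-driven GTP hydrolysis; strong numbers were not always called active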
GPR55 beta-arrestin: GPR55 agonists via beta-arrestin recruitment, primary screen, imaging, U2OS cells, beta-arrestin-GFP redistribution (AID 1961); G-protein coupled receptor 55 (Homo sapiens); U2OS GPR55 beta-arrestin-GFP redistribution imaging; higher % means a stronger effect; activation, % at 10 µM, or EC50 in µM where a hit was titrated; hit rate 0.048% among 290,000;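 active = activation above 40% with more than 50 cells counted in the well; inconclusive = wells holding fewer than 50 cells, flagged as toxic or sparse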;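 note: U2OS osteosarcoma cells stably expressing GPR55 and beta-arrestin-GFP; plate controls were DMSO negative control for no effect and LPI positive control for full effect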
NTR1 agonist cell count 20 µM: further read-out of NTR1 agonist, marked with its call; cell count; measured here: cell count, cytotoxicity flag
Starred values were filed as active, the others as inactive; i = inactive; ? = inconclusive; / = no result given; & = joins results of further samples; [ ] = remark or other dose.

SMILES	GPR55 beta-arrestin	NTR1 agonist	GPR55 antagonists	UTI89 phage lysis	GPR35 antagonists	NOD1 NF-kB reporter	KOR beta-arrestin-1	MgcRacGAP inhibition	NTR1 agonist cell count 20 µM	KOR beta-arrestin-2
CSc1nc2nccc(-c3ccc4c(c3)OCO4)n2n1	0.1%	2.4	-2%	-0.3%	-4%	-52%	3.3%	0%	59	-6%
O=C(Nc1ccc(N2CCN(C(=O)c3ccco3)CC2)cc1)c1cccs1	-0.1%	0.6	20%	0.1%	5%	-29%	2.8%	7%	75	6%
C/C(=N/NC(=O)CSc1ccccn1)c1ccc([N+](=O)[O-])cc1	0.1%	-0.4	-10%	1.3%[50 µM]	-14%	-2%	3.5%	5%	58	11%
CCCc1nnc(NC(=O)CCC(=O)N2CCN(Cc3ccc(Cl)cc3)CC2)s1	-0.1%	0.9	4%	-0.1%	3%	10%	8.0%	-1%	60	-7%
Cn1nc(C(C)(C)C)c([N+](=O)[O-])c1C(N)=O	-0.1%	-0.6	6%	0.3%	6%	-2%	1.1%	7%	51	7%
Cc1ccc(-c2nc3ccccc3nc2Cl)cc1	0.6%	3.0	-8%	0.1%	-2%	-26%	-2.3%	-5%	59	5%
COC(=O)c1ccc(Cc2ccc(C(=O)OC)o2)o1	-0.1%	2.6	2%	2.5%	7%	-16%	-0.1%	0%	41	-17%
O=C(NCCOc1ccccc1)C(=O)c1c[nH]c2ccccc12	-0.1%	-0.6	3%	-0.2%[50 µM]	-1%	-3%	-0.5%	-6%	64	5%
Cc1ccc(-c2nn(-c3ccccc3)cc2CO)cc1	-0.3%	3.1	0%	-0.2%	8%	-8%	-4.8%	/	96	9%
CNc1ccc(/C=C(\CCC(=O)O)c2nc3ccccc3s2)cc1[N+](=O)[O-]	-0.3%	0.1	-1%	9.1%	-16%	-14%	8.8%	14%	68	-30%
COc1ccc(CCNC(=O)c2nc3ncccn3n2)cc1OC	-0.1%	0.4	-3%	0.2%	21%	-2%	-4.0%	0%	56	13%
COc1ccc(C(=O)Nc2ccc3nc(N4CCN(C)CC4)cc(C)c3c2)c(OC)c1	-0.3%	4.5	6%	0.1%	3%	-9%	-7.9%	3%	96	5%
COc1cccc(C=Nc2cccc3c(=O)[nH][nH]c(=O)c23)c1O	-0.5%	-1.2	11%	-0.2%	0%	-47%	-1.1%	-4%	38	-15%
CCOC(=O)c1c(CSc2ccccc2)oc2cc(Br)c(O)c(CN(C)C)c12	0.0%	5.4	-7%	0.0%	15%	-10%	5.4%	9%	59	2%
CCCn1c(=O)c(C(=O)NCCc2ccccc2)c(O)c2ccccc21	-0.1%	0.5	0%	0.6%	1%	5%	3.5%	-1%	60	-6%
COC(=O)c1ccc(CSc2nc3scc(-c4cccs4)c3c(=O)[nH]2)o1	0.4%	3.7	0%	-0.6%	1%	-22%	31%	16%	53	-5%
CCN(CC)c1ccc(SS(=O)(=O)O)cc1	0.2%&0.0%	-0.5&-1.0	-16%&-19%	-0.1%&-0.3%	1%&20%	-15%&16%	3.3%&-4.8%	?	50&97	-47%&7%
O=CN1CCN(C(=O)c2ccc(Br)o2)CC1	-0.1%	1.6	5%	0.1%	-5%	-6%	1.2%	6%	64	-14%
Cc1noc2ncnc(Oc3ccccc3)c12	-0.2%	-0.7	3%	0.2%	-5%	-4%	-4.3%	3%	66	-5%
Cc1cnc(C(=O)Nc2nnc(C(C)C)s2)cn1	-0.2%	3.4	-4%	1.1%	17%	-32%	-0.2%	4%	79	13%
O=C(CCn1c(=S)oc2ccccc21)NCCC1=CCCCC1	-0.1%	1.7	7%	2.5%[50 µM]	-7%	-4%	-0.4%	9%	68	-5%
CCOc1ccccc1NC(=O)NC1(C(=O)NCc2cccnc2)CCCCC1	0.2%	-0.8	3%	0.5%	3%	-41%	-2.9%	0%	41	-1%
COc1ccc(C)cc1Nc1n[n+](C)c(-c2c3ccccc3cc3ccccc23)s1	6.2%	2.6	1%	0.9%	18%	11%	-1.1%	12%	88	-26%[20 µM]
Cc1cccc(N(CC(=O)N2CCOCC2)S(C)(=O)=O)c1	-0.2%	0.1	-8%	4.5%	6%	14%	-3.8%	1%	55	3%
CN(C(=O)CSc1nc(C2CC2)nc2ccccc12)c1nc(-c2ccccc2)cs1	-0.1%	-4.1	-16%	0.7%	15%	-121%	1.0%	4%	91	-9%
O=C(NC(=S)Nc1ccccc1F)C1CCCCC1	0.3%	0.9	6%	0.1%	7%	-32%	3.5%	7%	50	14%
O=C(COc1ccc(Cl)cc1)NCCC1=CCCCC1	0.3%	1.0	17%	-1.3%	4%	-9%	1.7%	4%	57	-7%
COc1ccc(-c2cc(C)no2)cc1S(=O)(=O)NCCc1ccco1	-0.2%	-0.7	2%	i	5%	-7%	9.7%	9%	52	-7%
COc1ccc(-n2cc(C(=O)O)c(=O)cc2C)cc1	0.4%	1.6	1%	0.2%	3%	-28%	-5.3%	11%	87	12%
O=S(=O)(Nc1ccncc1)c1ccccc1	0.9%	4.0	-4%	0.9%	-1%	-25%	-3.8%	0%	88	39%
Cc1c(OC(C)C(=O)NCCN2CCOCC2)ccc2c3c(c(=O)oc12)CCC3 (stereo not drawn)	0.3%	-1.1	10%	-0.1%	27%	-2%	-3.6%	3%	55	-42%
COc1ccc(C)cc1NC(=O)Cn1cnnn1	-0.1%	0.5	12%	-0.3%	-7%	-32%	-2.9%	2%	45	-8%
CCCC1C(c2ccccc2)C(C#N)(C#N)C2(C#N)CC1(N)NC2=O (stereo not drawn)	0.0%	-1.2	7%	0.2%	14%	-23%	0.5%	2%	58	-6%
COC(CNC(=O)CNC(=S)N(Cc1ccccc1)Cc1cccnc1)OC	-0.4%	-2.1	2%	0.1%	-8%	-49%	0.1%	1%	49	1%
N=c1oc2ccccc2cc1-c1nc(-c2ccccc2)cs1	-0.2%	17	2%	1.2%[50 µM]	-4%	-21%	-2.3%	9%	60	-3%
Cc1csc(NC(=O)CSc2nnc(Cc3cccn3C)n2-c2ccc(F)cc2)n1	-0.3%	-0.2	-1%	-1.1%	1%	-4%	-2.4%	4%	86	-34%
O=C(Nc1ccc(Br)cc1)c1cccnc1N1CCCCC1	0.0%	3.6	14%	6.2%	5%	0%	2.0%	4%	72	-24%
Cc1ccc(C(=O)OCC(=O)c2c[nH]c3ccccc23)cc1	0.1%	0.4	1%	0.0%	-2%	-3%	7.5%	5%	57	/
CCN1C(=NCCCCO)N[C@@H](c2cccc(F)c2)C(C(=O)OC)=C1C	0.0%	1.9	0%	0.6%	-4%	-15%	3.0%	1%	89	-16%[20 µM]
CCOC(=O)c1c(C)[nH]c(NC(=O)Nc2c(C)n(C)n(-c3ccccc3)c2=O)c1C	-0.1%	0.1	8%	7.1%	2%	-12%	-0.8%	6%	69	11%
CCN1CCN(c2nc(-c3ccccc3)nc3ccccc23)CC1	-0.2%	-2.5	8%	7.9%	-18%	19%	-3.1%	17%	45	7%
Cc1nc2c(c3c1[nH]c1ccccc13)C(O)CC(C)(C)C2 (stereo not drawn)	-0.2%	4.1	9%	0.3%[50 µM]	8%	-15%	-2.8%	13%	40	/
Clc1cccc(OCCN2CCCC2)c1	0.4%	1.8	11%	-0.3%	-7%	14%	6.0%	3%	59	-14%
CCn1cc(CNCc2c(C(=O)N3CCCCC3)nc3c(C)cccn23)cn1	-0.2%	0.9	6%	0.1%	15%	-19%	-0.4%	5%	55	-13%
COc1cccc(CNC(=O)Nc2cccs2)c1	0.1%	-0.6	0%	-0.4%	-6%	-32%	-4.6%	10%	63	-31%
Fc1ccccc1-c1nc(-c2cnccc2C(F)(F)F)no1	0.0%	0.3	8%	0.6%	0%	-9%	-4.1%	8%	47	12%
COC1=C(N)C(=O)c2nc(-c3nc(C(=O)O)c(C)c(-c4ccc(OC)c(OC)c4O)c3N)ccc2C1=O	-0.1%	2.4	-19%	/	-22%	-168%	1.0%	/	56	22%
C=Cc1ccc(N=Cc2c(O)ccc3ccccc23)cc1	-0.2%	0.0	4%	-1.5%[50 µM]	3%	-4%	12%	6%	86	-8%
Cc1noc(C)c1CN1C(=O)c2ccc([N+](=O)[O-])cc2C1=O	-0.1%	1.4	2%	-0.1%	4%	-26%	-1.9%	5%	64	31%
COc1ccc([N+](=O)[O-])c(S(=O)(=O)c2ccccc2)n1	0.6%	27	2%	/	1%	62%*	-3.2%	/	47	28%
Cc1ccc(NC(=O)Nc2cccc(C)n2)cc1	0.0%	3.2	-5%	0.2%	0%	-12%	-3.6%	5%	80	-5%
O=C(CN1C(=O)NC(Cc2c[nH]c3ccccc23)C1=O)Nc1cccc(S(=O)(=O)N2CCCCCC2)c1 (stereo not drawn)	-0.2%	3.0	17%	-3.9%	2%	-13%	1.4%	3%	24	-51%
O=C(O)CC(SCC(=O)Nc1ccc(Cl)c(S(=O)(=O)N2CCOCC2)c1)C(=O)O (stereo not drawn)	-0.2%	-2.0	-3%	1.5%	4%	0%	-0.4%	-1%	73	-16%
CCNC(=O)COc1ccc(CC)cc1	-0.3%	-0.4	7%	3.8%	/	-51%	-2.6%	5%	45	8%

A portion of the library (hit frequency here may not be typical).
